All columns: NCI-60 one-dose screen, growth in % after 48 h at 10 µM unless noted; 100 = growth as untreated, 0 = no growth, -100 = all killed.
HT29 = HT29 colon cancer. AID 1794748. 81,000 compounds, 7.4% hits
SNB-19 = SNB-19 CNS cancer cells; AID 1794751; 81,000 compounds, 2.5% hits
SW-620 = SW-620 colon cancer; 82,000 compounds, 5.2% hits; AID 1794795
SF-295 = SF-295 CNS cancer cells; 79,000 compounds, 5.6% hits
SNB-75 = SNB-75 CNS cancer; 79,000 compounds, 5% hits
SF-539 = SF-539 CNS cancer. 81,000 compounds, 6.8% hits
SF-268 = SF-268 CNS cancer cells. 82,000 compounds, 3.1% hits. AID 1794759
HCC-2998 = HCC-2998 colon cancer | 79,000 compounds, 4.7% hits
KM12 = KM12 colon cancer cells. AID 1794800. 82,000 compounds, 5% hits
Active calls of the source: *; nt = no result given; & = joins results of further samples. The calls were made as follows: active = growth percent below 10; inactive = the rest. Rows were taken by chance. Share with any hit: about 11%.

SMILES	HT29	SNB-19	SW-620	SF-295	SNB-75	SF-539	SF-268	HCC-2998	KM12
CN1CCN(Cc2ccc(NC(=O)c3cncc(C#Cc4cnc5ccc(NCCO)nn45)c3)cc2C(F)(F)F)CC1	-28*	0.9*	-13*	17	-91*	-74*	-41*	-8.3*	-4.3*
C=C1CCC2C3(C)COC(C)(C)OC3CCC2(C)C1CC(NCc1ccccc1)C1=CCOC1=O (configuration not stated)	111	99	103	103	nt	94	97	106	103
O=C(Nc1ccc2ncnc(Nc3ccc(S(=O)(=O)Nc4ccccn4)cc3)c2c1)c1cccs1	109	98	101	95	80	97	94	105	90
N#Cc1c(-c2ccc(F)cc2)nc(SCc2ccc(F)cc2)nc1N1CCN(c2ccccc2)CC1	98	94	95	92	84	93	86	103	97
Cc1ccc([N+](=O)[O-])c(N)n1	95	103	116	95	93	92	99	87	99
COC(=O)C1=C(C)NC(=S)NC1c1ccc2c(c1)OCO2 (configuration not stated)	103	100	107	101	87	96	98	103	96
Cc1ccccc1NC(=O)N/C(N)=N/c1nc(C)c(C)s1	17	40	25	8.7*	-33*	-26*	60	22	35
Cc1cc(=O)c2c(C)cccc2[nH]1	102	105	115	94	91	93	127	116	117
N#CCCN(CCO)CCO	99	99	115	81	83	96	101	103	101
CC1=C(/C=C/C(C)=C/C=C/C(C)=C/C=C2/C(=O)/C(=C/C=C(C)/C=C/C=C(C)/C=C/C3=C(C)CCCC3(C)C)[C@@H]3CC[C@@H]2N3C)C(C)(C)CCC1	93	90	110	87	71	95	94	100	136
O=C1Nc2ccccc2/C1=N/N1CCCCCC1	105	99	111	115	86	119	99	107	107
CCOC(=O)c1ccc2c(c1)nc(/C=C/c1ccc(Cl)cc1)n2-c1cc(C(C)(C)C)[nH]n1	58	78	65	56	0.6*	nt	55	88	54
O=C(N=Nc1c(O)[nH]c2ccc(Br)cc12)c1ccc2nc(-c3ccc(Cl)cc3)[nH]c2c1	11	-27*	-37*	-63*	-18*	-100*	-16*	-67*	22
CCOC(=O)c1cc(C(=O)c2ccc(OC)c(OC)c2)n2ncc3ccccc3c12	105	94	99	87	86	96	88	100	96
Cc1c(C(=O)O)nnn1-c1nc2c(s1)CCCC2	93	101	102	119	118	105	103	105	106
CN(C)CC/C=C1\c2ccccc2CSc2ccccc21	93	103	106	106	80	99	100	107	106
O=c1cc(Cn2cnc3c(NCc4ccco4)ncnc32)c2cc(F)ccc2o1	102	99	110	97	95	92	92	103	98
CC(=O)OC/C=C/c1ccccc1	88	101	107	96	83	105	101	110	110
COc1ccc(C2CC(c3cccc(Nc4ccncc4)c3)=NN2c2cc(Cl)cc(Cl)c2)cc1 (configuration not stated)	-18*	91	-88*	72	66	78	66	-47*	-80*
CC(C)SCCCC(=O)O	101	101	nt	90	86	96	98	nt	101
Oc1ccc2c(c1)CCCC2	97	99	100	98	79	103	100	108	100
Cc1cnc(SCc2ccccc2)[nH]c1=O	101	99	105	98	88	102	104	104	103
NCC1(O)CCCCC1	112	111	108	112	103	102	106	102	112
COC(=O)C1=CC=COc2oc3cc(C)cc(O)c3c(=O)c21	89	105	99	101	86	98	99	104	99
Cc1c/c(=N\NC(=O)Nc2ccccc2Cl)oc2cc(O)ccc12	104	105	101	107	103	96	101	118	103
Cc1cccc(Cl)c1NC(=O)c1ccc2nc(NC(=O)NC3CCN(C)CC3)sc2c1	30	102	98	84	6.7*	44	86	105	105
COc1ccc(/C=C2\Oc3cc(OCCN4CCCCC4)ccc3C2=O)cc1OC	98	91	90	99	93	100	95	101	96
O=C(/C(=C/c1ccc(Cl)cc1)Cc1nc2ccccc2[nH]1)c1nc2ccccc2[nH]1	nt	109	111	104	95	93	109	113	102
CC(NC(=O)CN)C(=O)O (configuration not stated)	98&107	106	99&105	96	86&96	99&101	99	105&114	102&104
O=C(COCc1c(-c2ccccc2)no[n+]1[O-])Nc1nc(-c2ccc(Cl)cc2)cs1	105	107	101	101	99	109	98	104	101

Looked up one by one from the list above, 6 records:
SMILES	HT29	SNB-19	SW-620	SF-295	SNB-75	SF-539	SF-268	HCC-2998	KM12
NCC1(O)CCCCC1	112	111	108	112	103	102	106	102	112
COc1ccc(/C=C2\Oc3cc(OCCN4CCCCC4)ccc3C2=O)cc1OC	98	91	90	99	93	100	95	101	96
Cc1c/c(=N\NC(=O)Nc2ccccc2Cl)oc2cc(O)ccc12	104	105	101	107	103	96	101	118	103
Oc1ccc2c(c1)CCCC2	97	99	100	98	79	103	100	108	100
CC(NC(=O)CN)C(=O)O (configuration not stated)	98&107	106	99&105	96	86&96	99&101	99	105&114	102&104
O=C(COCc1c(-c2ccccc2)no[n+]1[O-])Nc1nc(-c2ccc(Cl)cc2)cs1	105	107	101	101	99	109	98	104	101

Complete entries, quoted from the list. Order of values: HT29, SNB-19, SW-620, SF-295, SNB-75, SF-539, SF-268, HCC-2998, KM12
Profile of O=C(/C(=C/c1ccc(Cl)cc1)Cc1nc2ccccc2[nH]1)c1nc2ccccc2[nH]1 → nt, 109, 111, 104, 95, 93, 109, 113, 102
Profile of O=C(COCc1c(-c2ccccc2)no[n+]1[O-])Nc1nc(-c2ccc(Cl)cc2)cs1 → 105, 107, 101, 101, 99, 109, 98, 104, 101
Profile of Oc1ccc2c(c1)CCCC2 → 97, 99, 100, 98, 79, 103, 100, 108, 100
Profile of NCC1(O)CCCCC1 → 112, 111, 108, 112, 103, 102, 106, 102, 112
Profile of COC(=O)C1=CC=COc2oc3cc(C)cc(O)c3c(=O)c21 → 89, 105, 99, 101, 86, 98, 99, 104, 99

The list goes on.
SMILES	HT29	SNB-19	SW-620	SF-295	SNB-75	SF-539	SF-268	HCC-2998	KM12
OCC(CCl)(CCl)CCl	105	89	103	102	149	102	104	100	100
O=C(Cc1ccc(/C=C/C(=O)c2nccs2)cc1)Nc1ccc(F)cc1	94	108	96	96	96	102	97	92	90
Cc1ccc(C(C(=O)O)c2ccc(C)cc2)cc1	102	103	105	98	98	107	99	104	100
COc1nc2ccccc2s1	102	110	93	113	81	91	101	nt	102
CCCCN(C)CC#N	109	106	109	100	94	103	106	105	110
N#Cc1c(N)nnn1Cc1cc(=O)oc2ccc(Cl)cc12	105	97	105	93	89	98	99	112	103
O=C(CCSc1nc2sc3c(c2c(=O)n1Cc1ccccc1)CCCC3)Nc1ccc(Cl)cc1	90	98	101	87	93	89	81	98	87
COc1ccc(CCC(N)c2ccc(OC)cc2)cc1 (configuration not stated)	83	91	95	96	78	103	95	97	95
CCOC(=O)CCC1(C(=O)OC)C(=O)CCCCC/C=C/1C(=O)OC (configuration not stated)	118	121	113	100	127	105	99	103	101
COc1c(B(O)O)cc(F)cc1-c1nc2c(F)cc3[nH]ncc3c2c2c1CCCC2	21	7.5*	0.8*	15	-78*	-44*	30	20	7.6*
COc1cccc(-c2cc3c(O)cc(C#N)cc3[nH]2)c1	95	93	88	91	nt	86	99	94	78
O=C(O)c1nnn(-c2ccc(Cl)cc2)c1-c1ccco1	90	101	100	107	103	106	94	106	105
COc1ccc(-c2nn(-c3cccc(Cl)c3)cc2-c2cc(-c3ccc(Br)cc3)nc(N)n2)cc1	86	95	100	99	97	103	101	104	93
CCC(C)[C@H](NC(=S)Nc1cc(C(F)(F)F)cc(C(F)(F)F)c1)C(=O)N1CCC[C@H]1C(=O)N1CCC[C@H]1C(=O)OC (some centres not stated)	85	99	97	78	92	97	98	92	84
Cn1cc(-c2nc(N)nnc2-c2c[nH]c3ccccc23)c2cc(Br)ccc21	5.9*	27	18	-7.7*	7.4*	6.1*	40	58	18
C=C(CBr)[C@@H]1CC[C@]2(C(N)=O)CC[C@]3(C)[C@H](CC[C@@H]4[C@@]5(C)CCC(=O)C(C)(C)[C@@H]5CC[C@]43C)[C@@H]12	78	71	76	70	80	78	60	78	71
COc1ccc(-c2cscc2N)cc1	98	83	88	54	89	79	91	80	70
O=C1CCC(N2CCN(c3ccc(F)cc3)CC2)N1 (configuration not stated)	97	100	103	113	106	108	104	101	94
CC1(C)[C@H](C(=O)O)CC[C@]1(C)C(=O)O	105	96	106	98	105	90	107	92	117
CCCCn1cnc2c(SCc3ccccc3Cl)nc(N)nc21	96	87	112	92	97	100	93	106	103
O=C(Nc1cccc(Cl)c1)Oc1cccc2c1CCC2	97	92	101	101	87	86	108	95	103
COc1ccc(C(=O)/C=C/c2ccc(OC)c(OCc3ccccc3)c2)cc1OC	5.5*	17	9.6*	69	40	-27*	21	13	9.0*
Cc1cc(=O)n(C(=S)Nc2ccc([N+](=O)[O-])cc2)c2cc(O)ccc12	106	101	98	103	92	94	101	108	106
O=C(NCCCl)NC1CC2CCC1C2 (configuration not stated)	99	95	105	86	96	99	103	87	103
CCSc1cc(C)nc(N)n1	104	107	108	101	100	95	102	96	100
C=CCN1C(=O)/C(=C\C(=O)OCC)S/C1=N/NC(=O)COc1cc(=O)n(C)c2ccccc12	117	94	102	118	98	98	100	102	102
CCOC(=O)c1c(C)oc2ncnc(N3CCN(C(=O)COc4ccccc4)CC3)c12	106	88	101	93	87	96	93	106	101
Cc1ccc(-c2cn(C/C=C3\C=CN(S(=O)(=O)c4ccccc4)CC3)nn2)cc1	124	93	102	99	82	100	99	109	101
O=C(CCSc1nnc2n(Cc3ccccc3)c(=O)c3c4c(sc3n12)CCCC4)Nc1ccc(Cl)cc1	109	102	94	94	80	89	91	109	86
O=[N+]([O-])c1cc(F)cc(F)c1	106	106	98	108	93	101	108	114	109
Cn1c(=O)[nH]c(=O)c2nc(CCC(=O)NCc3ccc(C(=O)O)cc3)c(=O)[nH]c21	112	105	98	106	92	98	100	106	106
CCN(CC)CCCC(C)Nc1cnc(C(=O)Nc2cccc3ccc(OC)nc23)cn1 (configuration not stated)	-47*	95	2.1*	101	76	0.5*	63	91	36
C=CC(=O)Nc1cccc(Oc2nccc(Nc3nnc(-c4ccc(Br)cc4)s3)n2)c1	116	97	96	96	87	100	94	114	100
Cc1ccc(-c2nc(SCC(=O)Nc3nc(-c4ccccc4)cs3)[nH]c(=O)c2C#N)cc1	105	95	95	83	85	99	98	103	92
CC(C)(C)c1nn(-c2ccccc2)c2c1C(=O)CSC(c1ccccc1Cl)N2 (configuration not stated)	18	40	37	-13*	-1.7*	16	50	25	33
CC(=O)Nc1cc(F)cc(C(F)(F)F)c1Cl	101	106	95	102	83	98	98	98	96
O=C(NCCO)c1ccc2c(c1)nc(Nc1cccc(Cl)c1)c1ccncc12	93	102	104	93	101	89	111	114	99
c1ccc(-c2oc3ncn4nc(-c5ccncc5)nc4c3c2-c2ccccc2)cc1	86	91	100	95	55	93	98	107	42
Cc1cc(C)cc(NC(=O)Cn2cc(COn3nnc4ccccc43)nn2)c1	104	96	115	110	96	100	116	104	114
O=C1c2ccccc2C(=O)N1CC1CC2C=CC1C2 (configuration not stated)	87	94	100	nt	80	92	98	90	104
COC(=O)C1=NN(c2ccccc2)C2=CNc3c(C)cccc3N21	103	92	92	77	76	85	94	93	103
COc1cccc(NC(=O)c2sc3nc4c(cc3c2N)CN(Cc2ccccc2)CC4)c1C	97	97	90	95	85	96	93	90	91
CCCCCCCCCCCCCCNC1=CC(=O)c2c(C(=O)OC)c(C)nc(C)c2C1=O	76	93	56	92	94	100	78	93	67
CC(C)Cn1cnc2c(SCc3ccc(Cl)cc3)nc(N)nc21	84	90	98	92	91	93	100	92	93
CCOC(=O)c1nc2cc(C#N)ccn2c1C(C)=O	91	100	103	94	85	102	100	113	102
N#C/C(=C\c1ccc2c(c1)OCO2)c1cc2ccccc2[nH]1	71	76	48	58	59	81	72	78	45
CN1C(=O)C2(SCC(C(=O)NC3CCCCC3)N2C(=O)C2CCCCC2)c2ccccc21 (configuration not stated)	100	95	95	96	83	100	90	87	92
CSC(=S)Nc1ccc(Cl)cc1	94&100	98&96	103&103	94&86	108&90	107&99	108&99	101&99	100&86
COc1cc(-c2nc3sc(C4CC4)nn3c2-c2ccc(F)cc2)cc(OC)c1OC	78	68	85	86	64	91	95	88	102
O=C(ONC(=O)[C@H]1C2C=CC(C2)[C@@H]1C(=O)NOC(=O)c1ccccc1)c1ccccc1	81	78	54	54	50	85	69	nt	73

Carrying on.
SMILES	HT29	SNB-19	SW-620	SF-295	SNB-75	SF-539	SF-268	HCC-2998	KM12
O=S1(=O)c2ccccc2Oc2ccccc21	100	104	95	92	81	96	107	106	109
O=S(Cc1ccccc1)/C(=C/n1c(=S)[nH]c2ccccc21)c1ccccc1 (configuration not stated)	99	101	96	99	81	101	99	99	106
CCOC(=O)CC/C(C)=N\Nc1ccc([N+](=O)[O-])cc1[N+](=O)[O-]	90	104	108	98	95	105	91	96	85
CCCCNc1ccc(Nc2ccccc2)cc1	51	76	84	56	84	84	110	92	66
CC(=O)C(=Cc1ccc(Br)cc1)C(C)=O	105	101	96	107	84	103	91	103	91
COc1ccc(C(C)=O)c2ccccc12	105	103	97	108	84	101	109	109	111
CC(=O)c1ccc(N=Nc2c(N)nc(N)nc2N)cc1	97	103	110	94	93	92	107	101	108
NC(=O)NC(=O)/C=C/C(=O)O	105	107	104	99	86	103	102	99	103
CCOC(=O)/C=C/c1ccc([N+](=O)[O-])o1	37	97	8.7*	99	99	68	76	96	87
N#C/C(=C\c1ccc(-c2ccccc2Cl)o1)C(=O)c1c[nH]c2ccccc12	103	96	102	95	85	101	97	98	101
COc1nc2c(c(=O)[nH]1)C1(C(=O)N(Cc3ccccc3)c3ccccc31)c1c(nc(OC)[nH]c1=O)N2	103	105	105	103	100	103	101	104	103
COc1ccc(Cn2c(C(N)=O)cc3c2-c2nc(NC4CCCCC4)ncc2CCC3)cc1	67	82	92	76	84	92	86	96	78

Screening results as filed in PubChem BioAssay.
